MITF primary = MITF inhibitors, primary screen, biochemical, AlphaScreen, human | Microphthalmia-associated transcription factor (Homo sapiens), O75030 | AlphaScreen MITF homodimerization, bead proximity signal | inhibition, % at 2.6 µM | 650,000 tested, 0.91% active | AID 1259374, 2018; in the data active = inhibition above about 50%;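 note: 0% = vehicle wells with protein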
Target sequence (O75030 whole entry, looked up): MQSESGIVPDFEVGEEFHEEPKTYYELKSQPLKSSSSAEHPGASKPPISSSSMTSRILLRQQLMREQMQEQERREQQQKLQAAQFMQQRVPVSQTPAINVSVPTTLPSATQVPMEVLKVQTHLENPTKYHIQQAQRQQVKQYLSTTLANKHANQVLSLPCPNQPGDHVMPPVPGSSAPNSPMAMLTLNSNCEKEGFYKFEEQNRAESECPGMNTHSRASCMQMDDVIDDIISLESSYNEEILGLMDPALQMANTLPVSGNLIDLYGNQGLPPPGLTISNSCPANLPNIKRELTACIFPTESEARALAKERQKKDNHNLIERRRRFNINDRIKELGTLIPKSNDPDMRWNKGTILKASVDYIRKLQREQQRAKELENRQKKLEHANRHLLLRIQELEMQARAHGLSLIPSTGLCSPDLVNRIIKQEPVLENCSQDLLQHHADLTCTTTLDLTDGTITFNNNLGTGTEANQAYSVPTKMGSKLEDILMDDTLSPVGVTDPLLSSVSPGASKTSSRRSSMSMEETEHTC
GPR151 ag = activators of human GPR151, primary screen, cell-based, PathHunter beta-arrestin, luminescence. G-protein coupled receptor 151 (Homo sapiens), Q8TDV0. 650,000 tested, 1% active. activation, % at 11.2 µM. PathHunter beta-arrestin GPR151 cells; in the data active = activation above about 4.9%;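 note: 0% = median of compound wells and 100% = cells with positive control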
Target sequence (Q8TDV0 whole entry, looked up): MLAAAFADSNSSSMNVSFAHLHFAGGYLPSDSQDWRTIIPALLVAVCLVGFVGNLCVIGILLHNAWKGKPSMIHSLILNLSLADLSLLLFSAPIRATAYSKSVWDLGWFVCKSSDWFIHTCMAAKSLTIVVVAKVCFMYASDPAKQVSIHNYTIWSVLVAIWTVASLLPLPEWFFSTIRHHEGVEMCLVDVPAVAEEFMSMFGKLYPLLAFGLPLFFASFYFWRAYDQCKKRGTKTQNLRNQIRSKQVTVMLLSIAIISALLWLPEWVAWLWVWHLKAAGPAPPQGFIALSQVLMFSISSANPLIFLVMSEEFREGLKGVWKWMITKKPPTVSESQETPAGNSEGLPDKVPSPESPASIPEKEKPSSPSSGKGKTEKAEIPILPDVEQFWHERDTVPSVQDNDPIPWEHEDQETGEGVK
FBW7 act = FBW7 E3 ligase activators, primary screen, biochemical, AlphaScreen, human. AID 1259310, 2017. 650,000 tested, 0.13% active. normalized activity (activation), % at 26.1 µM. F-box/WD repeat-containing protein 7 (Homo sapiens), Q969H0. AlphaScreen FBW7–phospho-cyclin E peptide binding, activator screen; in the data active = normalized activity above about 1.9%;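 note: purified mutant Fbw7 with reduced substrate affinity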
TEAD-YAP block = TEAD-YAP interaction inhibition, primary screen, TEAD-YAP interaction inhibitor project, luminescence, HEK-TIYL cells; 640,000 tested, 1.4% active; TEAD-Gal4/YAP UAS-luciferase luminescence; inhibition, % at 9.12 µM; AID 1259422, 2018; in the data active = inhibition above about 32%;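 note: 0% = median of test compound wells and 100% = reference inhibitor wells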
Numbers without * were called inactive; / = not tested or not shown.

Sample of the layout, six compounds:
SMILES	MITF primary	GPR151 ag	FBW7 act	TEAD-YAP block
COc1cc(CN2CCN(Cc3ccccc3Br)CC2)cc2c1OCO2	73.2*	-1.0	-0.3	0.6
O=C(O)n1cnc2sc3c(c2c1=O)CCCC3	-0.9	-0.3	0.0	-2.6
O=C(NC(=S)Nc1ccccc1F)c1ccccc1[N+](=O)[O-]	3.0	-1.2	0.3	-3.0
O=C(CSC1=NCCS1)Nc1ccc(S(=O)(=O)Nc2nccs2)cc1	28.5	-1.2	0.7	-24.4
COc1cccc(NC(=O)Cn2cnc3c(cnn3-c3ccccc3C)c2=O)c1	1.1	-2.0	0.1	3.3
Cn1ncc([N+](=O)[O-])c1C(=O)Nc1cc(OCC(F)(F)F)cc(OCC(F)(F)F)c1	-7.0	-0.4	-0.1	6.0

Results, from the first entry:
SMILES	MITF primary	GPR151 ag	FBW7 act	TEAD-YAP block
COc1cc(CN2CCN(Cc3ccccc3Br)CC2)cc2c1OCO2	73.2*	-1.0	-0.3	0.6
O=C(O)n1cnc2sc3c(c2c1=O)CCCC3	-0.9	-0.3	0.0	-2.6
O=C(NC(=S)Nc1ccccc1F)c1ccccc1[N+](=O)[O-]	3.0	-1.2	0.3	-3.0
O=C(CSC1=NCCS1)Nc1ccc(S(=O)(=O)Nc2nccs2)cc1	28.5	-1.2	0.7	-24.4
COc1cccc(NC(=O)Cn2cnc3c(cnn3-c3ccccc3C)c2=O)c1	1.1	-2.0	0.1	3.3
Cn1ncc([N+](=O)[O-])c1C(=O)Nc1cc(OCC(F)(F)F)cc(OCC(F)(F)F)c1	-7.0	-0.4	-0.1	6.0
O=C(Nc1nnc(-c2ccc(F)cc2)s1)c1cccc(Cl)c1	3.3	0.7	0.0	-0.4
Nc1nonc1-n1nnc(C(=O)N/N=C\c2ccccc2O)c1-c1ccccc1	17.4	1.1	-0.1	15.0
c1nc(NC2CCCC2)c2[nH]cnc2n1	13.5	-0.7	0.4	5.3
CCCOc1ccc(CSC2=NCCN2)cc1Cl	-2.2	-1.1	-0.1	10.0
Nc1nc2ccccc2n1Cc1ccccc1	1.5	0.9	0.4	3.4
COc1ccc(CC(=O)Nc2cc(=O)[nH]c(=O)[nH]2)cc1	4.2	-0.4	0.0	6.7
CCCC(=O)N1CCN(c2ccc(NC(=O)CC)cc2)CC1	-20.2	0.2	0.0	1.2
O=c1c(/C=N/O)c(SCc2ccccc2)nc2ccccn12	2.7	4.7	-0.1	8.3
Cc1ccc2oc(-c3cccc(NC(=S)NC(=O)c4oc5ccccc5c4C)c3)nc2c1	12.8	-0.8	0.1	2.4
COc1ccc(-c2cnc3ccc(NCc4ccc(S(N)(=O)=O)cc4)nn23)c(OC)c1	10.1	0.3	0.1	-2.6
CC1=C(C(=O)Nc2ccc(C(=O)NCC(C)c3ccccc3)c(Cl)c2)SCCO1 (stereo not given)	-1.0	-0.5	0.0	-17.7
CN(C)CCCn1c2c(c(SCC(=O)Nc3ccccc3)nc1=O)CCCC2	8.2	-1.0	-0.1	-3.2
CN(CCNS(=O)(=O)c1ccc2c(c1)oc(=O)n2C)Cc1ccccc1	-3.3	0.4	0.1	7.6
O=C(Nc1nc2ccc(-c3cn[nH]c3)cc2s1)C1CCNCC1	10.3	-0.8	-0.3	26.0
COC(=O)Cc1nc(NCc2ccc(F)cc2)c2c(C)c(C)sc2n1	1.0	1.6	-0.1	8.5
O=C(Nc1nnc(COc2ccc(Cl)cc2)s1)C12CC3CC(CC(C3)C1)C2	1.1	-0.2	-0.2	-3.8
O=C(Cc1cn(-c2ccc(N3CCCC3CO)nn2)c2ccccc12)NCc1cccnc1 (stereo not given)	-1.9	-0.8	0.0	2.4
CCCCc1ccc(-c2ccc(C#N)cc2)nc1	0.3	0.3	0.1	-71.1
O=C(NCCCn1ccnc1)C(=O)Nc1ccccc1F	11.7	-1.8	0.2	-0.8

Remaining list, next part
SMILES	MITF primary	GPR151 ag	FBW7 act	TEAD-YAP block
CC(C)(C)C(=O)C[n+]1cnn(CC(=O)c2ccccc2)c1 (tested in a mixture with another compound)	12.0	-1.0	0.3	8.8
Cc1sc2nc(Cc3ccccc3)nc(N3CCCCCC3)c2c1C	-2.6	-0.3	0.0	6.0
O=C(CP(=O)(c1ccccc1)c1ccccc1)N/N=C/c1ccc(C(=O)O)cc1	-6.0	1.4	0.1	2.6
Cn1nnnc1NCc1cccc(Cl)c1Cl	9.2	-0.1	0.0	-8.1
Cc1ccc(/C=C2\N=C(c3ccc4c(c3)OCO4)OC2=O)cc1	6.5	-0.7	0.0	7.5
CCCOc1ccc(C2C3=C(CCCC3=O)OC3=C2C(=O)CCC3)cc1OCC	-2.6	0.8	0.1	2.6
O=C(NCc1cccnc1)c1n[nH]c2ccccc12	-3.4	-2.2	0.0	-45.6
Cc1cc(OCC(=O)Nc2ccc(S(=O)(=O)N3CCOCC3)cc2)c(C(C)C)cc1Br	0.9	0.6	0.0	3.4
CC(C)(C)C(=O)N1CCC(c2nc(-c3cccc(C(F)(F)F)c3)no2)CC1	-7.2	0.6	0.1	-3.1
Cc1ccc(NC(=O)OCc2ccccc2)cc1N1CCCC1=O	-1.4	-0.1	-0.1	-2.2
O=C(Cn1c(=O)oc2cc(S(=O)(=O)N3CCCC3)ccc21)Nc1ccc(F)cc1	-4.8	0.0	-0.1	1.2
COc1ccc(/C=N/NC(=O)COc2cc(C)cc(C)c2)cc1	2.5	2.0	0.1	1.7
Nc1cc(-c2ccc(Br)cc2)nn1CC1CCCCC1	1.6	0.7	-0.1	1.4
CN(C)CCCNc1ncnc2c1sc1nc3c(cc12)COC(C)(C)C3	-5.8	0.4	-0.2	-6.3
CCOc1ccc(N2C(=O)CC(Cc3ccc(Br)cc3)C2=O)cc1 (stereo not given)	11.4	-1.5	0.1	3.5
Cc1cccc(NC(=O)CN2C(=O)C(C)(C)Oc3ccc(C(=O)NC4CCCC4)cc32)c1	6.7	-0.5	0.2	-21.0
CCOC(=O)c1ccc(NC(=S)NC(=O)c2ccc([N+](=O)[O-])cc2)cc1	1.8	-0.2	-0.1	-7.1
CN(C)CCSc1nc2cc(S(=O)(=O)N3CCCCC3)ccc2o1	6.3	-0.8	-0.2	0.6
CSc1ccccc1-c1ccc(Nc2ccc3c(c2)OCCO3)nc1	9.5	-0.2	-0.8	-21.1
COc1ccc(OCCC(=O)OCC(=O)NC(C)(C)C)cc1	13.0	-0.7	-0.1	-4.7
CSC1=NSC2=NC(=O)/C(=C\c3ccc(C)o3)C(=N)N12	17.4	-1.9	0.2	-26.2
CCOC(=O)CSc1nnc2n(CC(=O)NC3CCCCC3)c3ccccc3n12	-5.5	-1.7	-0.1	-65.1
Cc1ccc(NC(=O)CSc2nnc3cc(C)c4ccccc4n23)cc1C	11.5	0.0	0.4	9.1
CCCCCn1c(=O)[nH]c2cc(C(=O)NCc3ccc4c(c3)OCO4)ccc2c1=O	-12.2	2.1	-0.1	0.7
COc1ccc(S(=O)(=O)n2nc(OC(=O)c3c(-c4ccccc4Cl)noc3C)cc2N)cc1	-21.5	-1.0	0.0	0.0

Complete entries, looked up by structure. Values in the order: MITF primary | GPR151 ag | FBW7 act | TEAD-YAP block
Profile of O=C(Cn1c(=O)oc2cc(S(=O)(=O)N3CCCC3)ccc21)Nc1ccc(F)cc1 → -4.8 | 0.0 | -0.1 | 1.2
Profile of CSC1=NSC2=NC(=O)/C(=C\c3ccc(C)o3)C(=N)N12 → 17.4 | -1.9 | 0.2 | -26.2
Profile of COc1ccc(OCCC(=O)OCC(=O)NC(C)(C)C)cc1 → 13.0 | -0.7 | -0.1 | -4.7
Profile of COc1ccc(/C=N/NC(=O)COc2cc(C)cc(C)c2)cc1 → 2.5 | 2.0 | 0.1 | 1.7

The list continues.
SMILES	MITF primary	GPR151 ag	FBW7 act	TEAD-YAP block
Cc1cccc(Nc2ccc3c(cnn3-c3cc(C(=O)NCCN4CCOCC4)ccn3)c2)c1Cl	11.4	0.8	0.2	-0.7
CCOc1ccc(Oc2nc(N(C)C)nc(N(C)C)n2)nn1	-2.7	0.9	0.0	2.6
O=[N+]([O-])c1cccc2ccc(N3CCCCC3)nc12	20.7	-1.5	0.0	-27.6
CCn1cnc2sc(C(=O)Nc3cc(F)ccc3C)c(C)c2c1=O	2.3	0.1	-0.1	-3.6
COC(=O)c1sc(N2C(=O)c3oc4ccccc4c(=O)c3C2c2ccccc2)nc1C (stereo not given)	-4.2	-1.0	-0.1	2.9
CCOC(=O)CN(c1ccccn1)S(=O)(=O)c1ccc(OC)cc1	7.0	-1.4	0.5	5.9
CCOC(=O)c1[nH]c2ccccc2c1NC(=O)c1c(-c2ccccc2Cl)noc1C	2.3	0.0	-0.2	0.6
Cc1[nH]c2ccccc2c1C(Nc1ccc(Cl)cc1)c1ccccn1 (stereo not given)	15.0	-0.5	0.2	-1.1
CCc1ccccc1-n1cnc2cc(C(=O)O)ccc21	10.9	-1.4	0.0	-2.5
Cc1ccc(-c2nc3scc(CCNC(=O)/C=C/c4ccco4)n3n2)cc1	-14.9	2.2	-0.1	7.4
CCOc1ccc2nc(NC(=O)C3(S(=O)(=O)c4ccc(C)cc4)CC3)sc2c1	1.2	-0.4	-0.1	3.5
CN(C)C(CNC(=S)Nc1cccc(C(F)(F)F)c1)c1cccnc1 (stereo not given)	48.6	-0.5	-0.1	3.3
NCCCC(=O)N1CCN(c2ccc3ccccc3n2)CC1	-14.2	-1.8	0.1	-29.3
O=C1C(=O)N(Cc2ccccc2Cl)c2ccccc21	-3.8	0.6	0.0	6.8
COc1ccc(C2=NN(C(C)=O)C(c3ccccc3O)C2)cc1 (stereo not given)	-12.6	-2.2	-0.1	-17.2
Cc1ccc(N=c2c([N+](=O)[O-])nn(-c3ccc(Cl)cc3)n2O)cc1F	3.8	2.7	-0.2	17.0
Cc1ncc(-c2ccncc2)c(C2CCCN(C(=O)c3cnn(C)c3C)C2)n1 (stereo not given)	-4.0	-0.5	0.0	-32.4
Cc1cc(N2CCN(c3ncccn3)CC2)nc2ccc([N+](=O)[O-])cc12	2.7	-0.1	-0.2	10.4
CCOc1ccc(C(=O)Nc2nc3ccccc3s2)cc1	-2.6	-6.5	-0.1	56.5*
Cc1ccc(Cn2nc(C)c(NC(=O)CSc3n[nH]c(C)c3[N+](=O)[O-])c2C)cc1	4.7	-1.1	0.3	2.9
CN(C)CCNC(=O)CCCNC(=O)Cn1cnc2sc3c(c2c1=O)CCCC3	9.3	-0.8	0.3	0.0
COc1ccc(-c2cccc3cnc(Nc4ccc(-n5cnc(C)n5)cc4)nc23)cc1F	12.5	1.1	-0.1	7.0
O=C(Nc1ccccc1)/C(=C\c1ccncc1)NC(=O)c1ccccc1	-3.8	-0.6	0.5	-20.5
O=C(Nc1cccc(C(F)(F)F)c1)c1cc(=O)c2ccccc2o1	-0.4	0.3	-0.1	-4.6
NS(=O)(=O)c1cccc2ccccc12	17.8	0.3	-0.1	2.2

(cont.)
SMILES	MITF primary	GPR151 ag	FBW7 act	TEAD-YAP block
CCCNc1nc(Nc2ccc(N3CCOCC3)cc2)nc2c1ncn2Cc1ccc(C(F)(F)F)cc1	6.2	-0.4	-0.3	-8.6
CCOC(=O)c1c(NC(=O)c2oc3ccc(OCC)cc3c2C)sc(C(N)=O)c1C	-1.5	1.4	0.0	-1.7
CCOC(=O)c1c(C)n(-c2ccc(I)cc2)c2ccc(O)cc12	9.8	0.8	0.0	-9.9
CN(Cc1ccc(F)cc1)c1ccc(OCC(=O)NCc2nc(-c3cccnc3)no2)nn1	-1.4	1.3	-0.1	12.7
CC(C)NC(=O)CN(c1cccc([N+](=O)[O-])c1)S(C)(=O)=O	-2.0	0.5	0.1	4.5
COc1c(C)cccc1C(=O)Nc1ccc(Br)c(C)n1	0.2	-0.4	-0.2	-1.3
O=C(CNS(=O)(=O)c1ccc(Cl)c(C(F)(F)F)c1)NCc1cccs1	13.6	-1.2	0.0	0.1
COC(=O)CN(c1ccc(OC)cc1)S(=O)(=O)c1ccc2c(c1)n(C)c(=O)c(=O)n2C	15.3	-0.1	-0.2	3.8
CCOC(=O)c1cc(-c2ccc(OCC)cc2)no1	-2.2	1.2	0.0	5.2
CC(=O)NC1C(Oc2cccc(C)c2)OC2COC(C)(C)OC2C1O (stereo not given)	2.9	-0.2	0.5	1.4
COc1ccccc1Oc1nc([N+](=O)[O-])nn1CC(N)=O	2.9	1.6	0.1	-0.9
CC(C)=CCN1CCNC(=O)C1CC(=O)NCCCn1nnc2ccccc21 (stereo not given)	9.4	1.8	0.0	5.0
CCOC(=O)c1oc2ccc(OCC)cc2c1C	-8.0	1.2	0.3	-24.5
COc1ccc2c(c1)c1nnc(SC)nc1n2C	-11.9	0.2	-0.2	-2.6
Cc1cc(C(=O)N(Cc2cccnc2)c2nc3c(C(C)C)cccc3s2)nn1C	-0.1	-0.3	-0.1	-7.5
Cc1cc(N=CC2=C(O)CCCC2=O)no1	2.4	0.8	0.1	-1.2
O=C(COc1ccc(Cl)cc1)Nc1ccc(-c2ccc(N3CCCC3)nn2)cc1	-13.8	-1.1	-0.1	-5.4
CCCCC1=CC2=CC(=O)C(C)(OC(=O)c3ccco3)C(=O)C2=CO1 (stereo not given)	14.0	0.6	0.0	/
NC(=O)NCC(=O)NCC1COc2ccccc2O1 (stereo not given)	9.3	-0.1	0.3	4.7
Cc1cc(C)cc(-n2nc(C)c(Br)c2N)c1	-4.2	-0.2	-0.2	-31.1
COc1ccc(OC)c(CNNC(N)=O)c1	-7.3	0.4	0.0	0.5
CCc1ccc(-c2ccc(C(=O)Oc3ccc(Cl)cc3Cl)cc2)nc1	-5.1	0.5	0.1	-5.2

Random draw from the library. Share with any hit: about 3.5%.
